A-T KAP1 phos: qHTS Assay for Identifying a Potential Treatment of Ataxia-Telangiectasia; Potency, µM (titrated, usually from 57.5 µM), inactives show at the top dose activation, hits mostly activators; […] A-T fibroblasts, KAP-1 phosphorylation AlphaLISA; neocarzinostatin DNA damage 30 min before lysis; 0.19% of 320,000 active; note: potency is the fitted concentration of half-maximal effect; % of control where 0% means no effect; nearly all actives have a fitted effect of over 45% in size
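hTERT-immortalized A-T patient fibroblasts ([…]), 500 cells/well in OPTI-MEM, 1% FBS, got compounds for 60 min, then NCS for 30 min at 37C. Lysates were then assayed for phospho-KAP-1 by AlphaLISA (anti-pKAP1 donor, anti-KAP1 acceptor beads), 6 hr at 25C.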
BRCA1 expr up: qHTS Assay to Identify Small Molecule Activators of BRCA1 Expression; MCF7-BRCA1-FFLuc reporter, luminescence, 48 h; response scale: scaled: vehicle 0%, 10 µM genistein 100%; Potency, µM (top dose mostly 46.1 µM), without a hit: at the top dose activation, actives largely listed as activators; 1.1% of 380,000 active; AID 624202, 2012; note: potency is the fitted concentration of half-maximal effect; nearly all actives have a fitted effect of over 80% in size; some results filed as inactive show a strong effect at the top dose
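Activators of BRCA1 expression were detected as increased firefly luciferase luminescence in engineered MCF7 cells after 48 h compound incubation. Signals were scaled to genistein 10 microM as full activation.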
Integrin act MD: qHTS for Activators of Integrin-Mediated Alleviation for Muscular Dystrophy; AID 624291, 2012; Potency, µM (titrated, usually from 38.3 µM), for inactives: top-dose activation, most hits filed as activators; 0.064% of 350,000 active; alpha7betagal myoblasts, beta-gal FDG fluorescence, 48 h;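 note: potency is the fitted concentration of half-maximal effect; 100% = response of the positive control SU9516; nearly all actives have a fitted effect of over 60% in size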
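Alpha7betagal+/- myoblasts (passage 13) were plated 16-24 hr, then exposed to compounds (1:260 dilution of DMSO stock) for 48 hours at 37C. After MPER lysis, β-galactosidase reporter activity was read as FDG fluorescence (ex 480/em 540) after 30 minutes.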
ELG1 DNA repair: qHTS screen for small molecules that inhibit ELG1-dependent DNA repair in human embryonic kidney (HEK293T) cells expressing luciferase-tagged ELG1; 2.3% of 330,000 active; Potency, µM (highest dose often 46.1 µM), inactives show at the top dose activity change, negative = inhibition, hits mostly inhibitors; HEK293T ELG1-luciferase reporter, luminescence, 16 h; DNA damage induced by 5-fluorouridine; note: potency is the fitted concentration of half-maximal effect; % is set by controls: 0 for no effect and ±100 for the full control effect; nearly all actives have a fitted effect of over 55% in size
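In this reporter screen, reduction of luminescence relative to DMSO vehicle indicated activity. Compounds and 5-fluorouridine were added together to 2,000 cells per well, incubated for 16 hr at 37 °C, then developed with ONE-Glo.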
TSG101-PTAP inh: qHTS Assay for Iinhibitors of HIV-1 Budding by Blocking the Interaction of PTAP/TSG101; Potency, µM (doses to about 115 µM), for the others: at the highest dose activity change, negative = inhibition, most hits filed as inhibitors; Fluorescence polarization, FITC-PTAP peptide / Tsg101 binding; AID 493005, 2010; 340,000 tested, under 10 active; Tumor susceptibility gene 101 protein (Homo sapiens), Q99816; active = well fitted inhibition curve with a large enough effect in the main read-out, with a control signal flat, not every such curve was filed as active; inconclusive = small, poorly fitted or top-dose-only effect, or effect the other way, or a change in a side signal; inactive = no such curve, though single readings can be large or run the other way; note: potency is the fitted concentration of half-maximal effect; % of control where 0% means no effect
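Steps: Tsg101 binding domain dispensed (10 uM final), compounds pinned in DMSO, FITC-labeled PTAP-motif peptide added (50 nM final); after 20 min binding at room temperature, polarization measured.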
p53 reactivator: qHTS assay for re-activators of p53 using a Luc reporter | Potency, µM (doses to about 92.2 µM), for the others: top-dose activity change, positive = activation, most hits filed as activators | AID 504706, 2011 | 0.063% of 320,000 active | H1299 p53-A138V BP100-luciferase reporter, luminescence, 24 h; note: potency is the fitted concentration of half-maximal effect; % of control where 0% means no effect; nearly all actives have a fitted effect of over 45% in size
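H1299 (p53-null), stable ts p53-A138V + BP100-Luc; 1000 cells/well, Opti-MEM/10% FBS; cpd 4 pt, 1:5; 24 h, 37 deg C, 5% CO2; detection reagent 10 min RT; luminescence.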
B2AR arrestin: qHTS assay of beta-arrestin-biased ligands of beta2-adrenergic receptor; Beta-2 adrenergic receptor (Homo sapiens), P07550; beta-arrestin recruitment to beta2AR, cell-based reporter; Potency, µM (doses to about 46.1 µM), for inactives: top-dose activation, actives largely listed as activators; 0.02% of 330,000 active;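 note: potency is the fitted concentration of half-maximal effect; 0% = DMSO controls and full agonism = EC100 isoproterenol or metaproterenol; nearly all actives have a fitted effect of over 65% in size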
TCR act: Activators of T cell receptors: qHTS campaign; 330,000 tested, under 10 active; primary human leukocytes, anti-CD3, IL-2 HTRF, 48 h; Potency, µM (series often up to 9.22 µM), for inactives: top-dose activation of IL-2 secretion, usual class: activators; note: % of control where 0% means no effect
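TCR engagement came from a-CD3 beads alone, with compounds added to primary human leukocytes for 48 hr. Secreted IL-2 bridged europium cryptate- and d2-labelled anti-IL-2 antibodies, giving FRET emission at 665nm after 320nm excitation.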
CXXC DNA block: qHTS Fluorescence Polarization Assay for Inhibitors of MLL CXXC domain - DNA interaction; Histone-lysine N-methyltransferase 2A (Homo sapiens), Q03164; MLL-CXXC / FITC-HOXA9 DNA fluorescence polarization; Potency, µM (highest dose often 115 µM), for the others: at the highest dose activity change, negative = inhibition, actives largely listed as inhibitors; 0.037% of 290,000 active; active = well fitted inhibition curve with a large enough effect in the polarisation, with a control signal flat, not every such curve was filed as active; inconclusive = small, poorly fitted or top-dose-only effect, or effect the other way, or a change in a side signal; inactive = no such curve, though single readings can be large or run the other way; the % refers to the polarisation; note: potency is the fitted concentration of half-maximal effect
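Purified MLL-CXXC (added from a 7 uM solution) was preincubated 5 min at ambient with pinned compounds in 50 mM Tris-HCl pH 7.5, 50 mM NaCl, 1 mM DTT, 0.05% BSA. Fluorescein-labeled HOX-A9 DNA (50 nM solution) followed, 30 min, then polarization read.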
TRPV1 ag: HTS Assay for Compounds that Act as Agonists of the Vanilloid Receptor 1; Transient receptor potential cation channel subfamily V member 1 (Homo sapiens), Q8NER1; 0.19% of 320,000 active; TRPV1-expressing cells, Fluo-8 calcium influx, agonist mode; activation, % at 8.33 µM; in the data active = activation above about 80%; inconclusive = between about 30% and that limit; note: 0% is about no effect
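Cells expressing TRPV1 were dye-loaded with Fluo-8 and read kinetically: 10 s baseline, 3 min after compound (agonist portion), then 2 min after EC20 capsaicin (allosteric enhancer portion). Calcium-bound dye fluorescence at 480/520 nm.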
Numbers without * were called inactive; ? = inconclusive; . = not tested or not shown; [ ] = another dose, or the depositor's remark. Unless noted, calls come from the whole dose curve; as a rule, active = well fitted curve in the direction sought with a large enough effect; inconclusive = small, poorly fitted or top-dose-only effect, or another doubt; inactive = no such curve, though single readings can be large; an effect the other way counts as inactive or inconclusive.

structure	A-T KAP1 phos	BRCA1 expr up	Integrin act MD	ELG1 DNA repair	TSG101-PTAP inh	p53 reactivator	B2AR arrestin	TCR act	CXXC DNA block	TRPV1 ag
CCOC(=O)c1cnc2ccccc2c1NCCc1ccc(OC)c(OC)c1	3%	-2%	0%	?	-2%	3%	-1.0%	-21%	-4%	19
CCOc1ccc(Nc2nc(NCCN3CCOCC3)nc(OC)n2)cc1	3%	-1%	17%	2%	-1%	-1%	-0.1%	1%	-2%	6
COc1ccc(CN2CCNC(=O)C2CC(=O)N(C)CCCN2CCOCC2)cc1C (centres undefined)	2%	21%	-4%	22%	-2%	-6%	0.2%	-4%	11%	0
COc1ccc(N/C=C/C(=O)c2sc(-c3ccccc3)nc2C)cc1	3%	-46%	6%	-18%	?	4%	0.2%	8%	?	4
O=C(NCCCCNC(=O)c1ccccc1Br)c1ccccc1Br	.	0%	11%	.	1%	.	.	-1%	.	.
Cn1cc(S(=O)(=O)N2CCC(C(N)=O)CC2)c(=O)n(C)c1=O	2%	-4%	0%	12%	-3%	-3%	-0.1%	-3%	3%	-2
CCOc1ccc(CNS(=O)(=O)c2cc(CN3C(=O)c4cccnc4C3=O)ccc2OC)cc1	2%	11%	12%	10%	-13%	16%	-0.5%	4%	28%	0
Cn1cccc1C(=O)NCc1ccc(Cl)cc1	5%	7%	4%	-5%	1%	2%	-0.2%	5%	21%	0
Cc1noc(C)c1CSc1ccccc1C(=O)OC(C)C(N)=O (centres undefined)	-7%	-7%	-1%	?	1%	-3%	0.1%	3%	38%[activator]	0
COc1ccc(NC(=O)Nc2nnc(-c3ccccc3SCc3ccccc3)s2)cc1	.	-40%	15%	-1%	-2%	4%	0.0%	6%	0%	2
CCOC(=O)c1[nH]c(C)c(/C(O)=C2\C(=O)C(=O)N(CCN(C)C)C2c2cccc(OC)c2OC)c1C (centres undefined)	-8%	1%	-2%	1%	-5%	-6%	0.0%	5%	-1%	0
O=C(CN1CCN(S(=O)(=O)c2ccc(F)cc2)CC1)NCC1(N2CCOCC2)CCCCC1	1%	2%	25%	-3%	-6%	-8%	-0.2%	0%	.	4
COc1ccc(C(C(=O)NCC2CCCO2)N(C(=O)Cn2nnc3ccccc32)c2ccc(NC(C)=O)cc2)cc1 (centres undefined)	10%	-5%	11%	0%	-1%	8%	-0.1%	-1%	-3%	2
Cc1ccc(-c2csc(NC(=O)CSc3nc4ccccc4o3)n2)cc1	0%	87%	1%	?	1%	?	-0.3%	2%[46.1 µM]	-6%	1
O=C(Cc1ccc(Cl)cc1)NNC(=O)c1cnccn1	.	1%	-13%	-1%	-5%	-3%	0.2%	7%[46.1 µM]	10%	1
Cc1ccc(S(=O)(=O)c2nc(-c3ccccc3Br)oc2N(C)C)cc1	.	-64%	-12%	.	1%	.	.	2%	.	.
COC(=O)c1ccccc1NC(=O)COc1ccc(S(=O)(=O)N2CCCC2)cc1C	-6%	1%	-10%	1%	-1%	5%	-0.1%	5%	4%	3
S=c1[nH]nc(-c2ccc3ncccc3c2)n1-c1ccc2c(c1)OCCO2	-7%	-6%	-3%	11%	-3%	4%	-0.2%	-5%	8%	5
CC(NC(=S)NCCN1CCOCC1)C12CC3CC(CC(C3)C1)C2 (centres undefined)	-2%	-4%	9%	7%	1%	-5%	0.1%	28%	-1%	14
COc1cc2c(C(=O)Nc3ccccc3F)cn(C)c(=O)c2cc1OC	-25%	8%	-16%	5%	-6%	-2%	-0.6%	13%	-14%	7
O=C(CN(CC1CCCO1)C(=O)CCC(=O)Nc1ccccn1)NCC1CCCO1 (centres undefined)	-3%	3%	4%	8%	0%	?	-0.6%	4%	4%	1
COc1cccc(CNS(=O)(=O)c2ccc(S(=O)(=O)N3CCCC3)cc2)c1	4%	0%	10%	1%	-4%	-4%	-0.1%	-14%	-4%	-10
CCN(CC)C(=O)CSc1nnc([C@@H](NC(=O)OC(C)(C)C)C(C)C)o1	11%	2%	-3%	-23%	0%	6%	0.5%	1%	-5%	0
COc1cccc(/C=N/NC(=O)C(=O)NCc2ccco2)c1O	0%	-16%	-14%	?	1%	-3%	0.1%	-15%	1%	-1
COc1ccc(C(c2sc3nc(C)nn3c2O)N2CCC(O)CC2)cc1OC (centres undefined)	0%	-5%	22%	6%	-2%	-6%	0.5%	7%	4%	1
CCC(CO)Oc1cc(NCc2ccc(C)c(C)c2)c2ncn(C(C)C)c2c1 (centres undefined)	0%	-49%	-9%	-21%	2%	-3%	-0.5%	-1%	.	.
COc1ccc(CNC(=O)C2CCCN(c3nn4c(=O)cc(C)nc4s3)C2)cc1 (centres undefined)	1%	2%	-20%	0%	-6%	6%	0.2%	0%	-2%	2
O=C([C@@H]1Cc2ccccc2CN1)N1CCN(Cc2ccccc2)CC1	3%	-5%	20%	5%	0%	1%	0.4%	-2%	?	-2
O=c1nc(N2CCOCC2)ccn1Cc1ccc(Br)cc1	6%	38%	6%	4%	-8%	3%	-0.1%	-2%	0%	3
Cc1cc(NC(=O)CN2CCCCC2C)no1 (centres undefined)	1%	2%	16%	4%	-5%	19%	-3.9%	-2%	4%	-1
Cc1ccc2nc(SCC(=O)OCc3ccccc3)nc(=O)n2c1	3%	23%	15%	?	-4%	-1%	-0.5%	-1%	.	17
CC1CCC2C(=O)N(c3ccccc3OC(=O)c3ccccc3F)C(=O)C2C1 (centres undefined)	-2%	-57%	-17%	-8%	-2%	0%	-0.1%	-9%	17%	-2

Single records, as listed above. Values in the order: A-T KAP1 phos | BRCA1 expr up | Integrin act MD | ELG1 DNA repair | TSG101-PTAP inh | p53 reactivator | B2AR arrestin | TCR act | CXXC DNA block | TRPV1 ag
Entry for `O=c1nc(N2CCOCC2)ccn1Cc1ccc(Br)cc1` → 6% | 38% | 6% | 4% | -8% | 3% | -0.1% | -2% | 0% | 3
Entry for `CC1CCC2C(=O)N(c3ccccc3OC(=O)c3ccccc3F)C(=O)C2C1` (centres undefined) → -2% | -57% | -17% | -8% | -2% | 0% | -0.1% | -9% | 17% | -2

(listing goes on)
structure	A-T KAP1 phos	BRCA1 expr up	Integrin act MD	ELG1 DNA repair	TSG101-PTAP inh	p53 reactivator	B2AR arrestin	TCR act	CXXC DNA block	TRPV1 ag
C/C(N)=C(\C#N)C(=O)NCCc1ccccn1	-6%	10%	-16%	10%	-1%	-9%	-0.4%	7%	3%	2
COc1ccc(CN2CCN(Cc3cc(=O)oc4cc(C)ccc34)CC2)c(OC)c1OC	2%	-14%	-7%	?	0%	-5%	0.2%	11%	18%	4
CCOc1ccc(-c2c(C(=O)N/N=C/c3cccc(Br)c3)nnn2-c2nonc2N)cc1	1%	-2%	-4%	?	-6%	-7%	-0.4%	3%	11%	-1
CN(C)CCCNc1cc(C(C)(C)C)nc2c(-c3ccc(Cl)cc3)cnn12	1%	0%	-82%[inhibitor]	?	1%	-2%	-0.7%	0%	14%	9
COc1c(Cl)cc(Cl)cc1C(=O)Nc1ccc(C(=O)O)cc1	1%	-26%	37%	1%	0%	3%	-0.5%	-1%[46.1 µM]	2%	1
CC1(c2ccc([N+](=O)[O-])c(CS(=O)(=O)c3ccccc3)c2)OCCO1	2%	51%	2%	-2%	-4%	-1%	-1.1%	0%	2%	2
CCOC(=O)c1ccc(N2C(=O)C3C(C2=O)C(C(=O)c2ccc(Cl)cc2)N2CCCC32)cc1 (centres undefined)	6%	-90%[inhibitor]	-24%	0%	-8%	-23%	10%	3%	?	3
Cc1ccc(-n2nc3c(=O)n(CC(=O)NCc4ccc(C)o4)nc(C)c3c2C)cc1	-4%	-43%	22%	5%	-4%	3%	1.8%	3%	8%	-2
CCCC1=C(C(=O)OCC)C(c2c(C)nn(-c3ccccc3)c2Cl)C(C#N)=C(N)O1 (centres undefined)	.	-5%	-36%	.	-5%	.	.	-1%	1%	8
Cc1nc2ccc(NC(=O)c3ccc(S(=O)(=O)N(C)C)cc3)cc2s1	5%	-1%	-11%	-14%	-1%	1%	-0.1%	3%	-1%	-3
O=C(COc1cc2oc(=O)c3c(c2cc1Cl)CCC3)Nc1ccccn1	-2%	2%	-7%	14%	-4%	10%	-0.3%	-1%	3%	5
O=C(/C=C/c1ccco1)Nc1ccc2nc3n(c(=O)c2c1)CCCC3	4%	55%	-13%	13%	2%	6%	-0.3%	-4%	?	-1
Fc1ccccc1CSc1ncn[nH]1	-1%	49%	13%	?	-3%	21%	0.0%	6%[46.1 µM]	4%	2

Screening results deposited in PubChem by National Center for Advancing Translational Sciences (NCATS).

Hits appear at their usual frequency. Share with any hit: about 3.8%.
